From PubChem BioAssay
G6PDH counter = counter-screen for G6PDH assay hits: L. mesenteroides G6PDH inhibition; Purified L. mesenteroides G6PDH, diaphorase/resazurin coupled fluorescence, 45 min; inhibition, % at 5 µM; actives 0.12% (n = 200,000); AID 1020; in the data active = inhibition above about 50%
TLR4 MyD88 comp = inhibitors of human TLR4-MyD88 binding. O00206+Q99836. HeLa CL3-4 TLR4/MyD88 BLA complementation, FRET ratio. inhibition, % at 8.4 µM. actives 0.18% (n = 200,000). AID 861; in the data active = inhibition above about 25%;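 note: 0% = vehicle and 100% = reference inhibitor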
Target sequence (O00206 whole entry, looked up): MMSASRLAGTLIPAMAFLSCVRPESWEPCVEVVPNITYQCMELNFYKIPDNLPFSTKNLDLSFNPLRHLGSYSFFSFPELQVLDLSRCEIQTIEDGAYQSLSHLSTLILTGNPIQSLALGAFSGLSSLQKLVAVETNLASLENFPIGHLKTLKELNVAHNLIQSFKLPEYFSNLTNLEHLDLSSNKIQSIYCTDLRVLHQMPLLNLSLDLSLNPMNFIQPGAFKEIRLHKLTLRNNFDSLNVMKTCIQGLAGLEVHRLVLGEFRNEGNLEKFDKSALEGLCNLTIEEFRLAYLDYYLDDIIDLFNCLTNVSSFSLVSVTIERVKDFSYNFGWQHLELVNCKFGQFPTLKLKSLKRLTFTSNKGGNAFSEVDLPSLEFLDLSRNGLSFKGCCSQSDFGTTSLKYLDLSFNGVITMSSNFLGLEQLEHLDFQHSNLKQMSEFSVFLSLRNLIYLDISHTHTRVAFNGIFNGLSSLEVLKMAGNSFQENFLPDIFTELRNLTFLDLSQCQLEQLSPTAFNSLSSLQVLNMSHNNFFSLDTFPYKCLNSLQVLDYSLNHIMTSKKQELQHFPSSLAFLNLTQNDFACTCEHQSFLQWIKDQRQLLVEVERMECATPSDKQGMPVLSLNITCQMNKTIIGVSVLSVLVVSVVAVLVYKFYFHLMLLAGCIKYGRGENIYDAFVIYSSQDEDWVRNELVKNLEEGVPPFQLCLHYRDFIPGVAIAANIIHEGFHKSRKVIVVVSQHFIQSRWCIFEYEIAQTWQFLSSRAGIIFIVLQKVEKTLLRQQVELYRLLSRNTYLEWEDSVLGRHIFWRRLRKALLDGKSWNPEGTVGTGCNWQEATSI
Target sequence (Q99836 whole entry, looked up): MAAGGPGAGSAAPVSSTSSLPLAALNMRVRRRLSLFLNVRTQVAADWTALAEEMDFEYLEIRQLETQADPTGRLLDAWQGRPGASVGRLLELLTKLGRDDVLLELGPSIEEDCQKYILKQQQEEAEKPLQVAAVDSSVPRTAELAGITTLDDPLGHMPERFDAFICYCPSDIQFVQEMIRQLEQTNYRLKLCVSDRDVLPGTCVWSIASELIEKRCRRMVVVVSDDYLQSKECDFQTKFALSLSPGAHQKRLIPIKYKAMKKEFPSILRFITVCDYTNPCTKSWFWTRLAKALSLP
NF-kB expr up = compounds increasing NF-kB expression in human neuronal cells; NF-kB reporter expression; active compounds read high; fold change at 12.5 µM; actives 1.6% (n = 190,000); AID 1239; in the data active = fold change above about 3.3
FLuc act counter = firefly luciferase counter-screen for stimulation assays. ATPlite luciferase biochemical, luminescence, 10 min; 0 = ATP-free wells, 1 = DMSO control. 200,000 tested, under 10 active. activation factor at 10 µM;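 active = luciferase activation factor, scaled between plate controls, of at least 2 with compound at 10 µM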
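Material: Luciferase/luciferin reagent mix | Doses: Test compounds dosed from 2 mM stocks in 100% DMSO | Timing: 10 min incubation after luciferase reagent addition, room temperature | Measured by: Luminescence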
Diaphorase act = activates diaphorase or chemically reduces, flagging diaphorase assay artifacts | activation factor at 20 µM | Diaphorase/resazurin coupled assay, resorufin fluorescence, 16 min; active compounds read high; 1 = vehicle wells, 0 = NADH-free wells | actives 0.005% (n = 190,000);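 active = diaphorase activity raised at least twofold by the compound at 20 µM; inactive = activation factor below 2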
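Material: Clostridium kluyveri diaphorase, purified enzyme; Quantity: enzyme 0.07 U/mL final; Medium: HEPES pH 7.4 buffer with MgCl2 and Tween 20; Dosing: single compound dose of 20 µM, 1% DMSO final; Schedule: 16 min reaction at room temperature; Measured by: red resorufin fluorescence at 544/590 nm excitation/emission.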
Diaph inh CS = inhibits diaphorase or chemically oxidizes, flagging diaphorase assay artifacts | inhibition, % at 20 µM | AID 1217 | diaphorase resazurin-to-resorufin fluorescence, NADH, 16 min; bacterial (C. kluyveri) enzyme, not human | actives 0.69% (n = 190,000);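 active = primary screen inhibition at 20 µM above a set limit, cut at about 50% in these data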;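 note: plate controls were DMSO with full reaction for no effect and wells lacking NADH for full effect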
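controls = No-NADH positive control and DMSO neutral control | system = Clostridium kluyveri diaphorase enzyme | timing = reaction incubation of 16 min at room temperature | signal = resorufin fluorescence 544/590 nm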
FLuc inh counter = Photinus pyralis luciferase inhibition counter-screen; ATPLite firefly luciferase biochemical luminescence, 10 min; inhibition, % at 10 µM; actives 1.5% (n = 200,000); P08659; AID 1006;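 active = inhibition above about 50% when tested at 10 µM, limit read from the data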
APP 5'UTR act = APP 5'UTR luciferase reporter activation | SH-SY5Y APP 5'UTR luciferase reporter, luminescence; zero percent = DMSO vehicle wells | activation, % at 2 µM | actives 1% (n = 190,000);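 active = activation above a set limit, based on mean plus 3 SD of controls, cut at about 140% in these data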; note: values of inactives mirror those of a sister screen read the other way
STAT1 act = STAT1 signaling activation. actives 2.6% (n = 200,000). AID 932. activation (% of control), % at 5.5 µM. NIH 3T3 STAT1-luciferase reporter, IFN-gamma, luminescence; 100% = IFN-gamma alone, no compound;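 active = activation above the screen-wide mean activation plus 3 SD, cut at about 130% in these data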;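 note: raw ratio to IFN-gamma control signal so 100% means no change and 0% no light; values of inactives mirror those of a sister screen read the other way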
APP 5UTR inh = APP translation inhibition; SH-SY5Y APP 5'UTR-luciferase reporter, luminescence; inhibition, % at 2 µM; actives 0.82% (n = 190,000); AID 1285;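 active = inhibition above a set limit, derived from the sample mean plus 3 SD, cut at about 45% in these data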; note: values of inactives mirror those of a sister screen read the other way
The depositor's hits bear a star; nt = no result given.

canonical_smiles | FLuc inh counter | APP 5'UTR act | G6PDH counter | TLR4 MyD88 comp | Diaphorase act | FLuc act counter | APP 5UTR inh | Diaph inh CS | NF-kB expr up | STAT1 act
COc1cc(-n2c(=O)c3ccccc3n(Cc3cccnc3)c2=O)cc(OC)c1OC | nt | 10 | nt | -10 | nt | nt | -10 | nt | nt | 100
COC(=O)c1ccc(C(=O)OC)nc1 | -5 | 16 | 6 | -7 | 0.9 | 1.1 | -16 | 14 | 1.1 | 100
CN1C(=O)C(CC(=O)Nc2ccc3c(c2)Cc2ccccc2-3)N(C)C1=O (stereo unspecified) | -6 | 1 | -1 | 5 | 0.9 | 1.1 | -1 | 5 | 0.96 | 98
Clc1ccccc1C1=Nn2c(nnc2-c2ccncc2)SC1 | -6 | -14 | -1 | 3 | 0.9 | 1.1 | 14 | 14 | 0.62 | 89
CCOCCCNC(=S)N1CCCN(c2nc3cc(C)c(C)cc3cc2C#N)CC1 | -7 | 3 | 11 | -2 | 0.9 | 1.1 | -4 | 8 | 0.56 | 88
CCc1ccccc1N1C(=O)C2CC=CCC2C1=O (stereo unspecified) | -7 | 9 | 4 | -1 | 0.7 | 1.1 | -9 | 25 | 1 | 93
O=C(CSc1ncn[nH]1)Nc1ccc2c(c1)CCC2 | -4 | -2 | 10 | -9 | 0.9 | 1 | 2 | 10 | 1.2 | 103
CCn1cc(C(=O)Nc2ccc(F)c(F)c2)cn1 | 1 | -14 | -4 | 18 | 0.9 | 1 | 14 | 8 | 1.3 | 95

(listing goes on)
canonical_smiles | FLuc inh counter | APP 5'UTR act | G6PDH counter | TLR4 MyD88 comp | Diaphorase act | FLuc act counter | APP 5UTR inh | Diaph inh CS | NF-kB expr up | STAT1 act
CCOc1cc(NC(=O)c2ccco2)c(OCC)cc1NC(=O)COc1ccccc1 | -3 | -11 | 4 | 1 | 1 | 1 | 11 | 1 | 0.95 | 96
COc1ccccc1OCCC(=O)OCC(=O)NC(=O)NC(C)(C)C | -4 | 6 | 6 | 8 | 0.7 | 1 | -6 | 26 | 1.6 | 94
O=C(O)c1ccc(F)c(S(=O)(=O)Nc2ccccc2)c1 | -2 | -8 | 4 | 6 | 0.9 | 1 | 8 | 6 | 1.2 | 107
COc1ccc(CC(=O)NCCN2CCCC2)cc1 | -7 | 8 | 13 | 6 | 1 | 1.1 | -8 | -3 | 0.79 | 101
CCOC(=O)c1ccc(CSc2nncn2N)o1 | -6 | -10 | 1 | 9 | 0.9 | 1.1 | 10 | 15 | 1.1 | 96
CC(C)(C)NC(=O)C(c1ccc(F)cc1)N(Cc1cccs1)C(=O)c1ccc(CN2CCOCC2)o1 (stereo unspecified) | -4 | 5 | -8 | -3 | 0.9 | 1 | -5 | 9 | 0.94 | 91
COC(=O)c1nnn(-c2nonc2N)c1-c1cccs1 | -12 | -11 | 11 | 2 | 0.9 | 1.1 | 11 | 8 | 1.3 | 104
Cc1ccc(N(Cc2cc3cc(C)ccc3[nH]c2=O)C(=O)c2cccs2)cc1 | -3 | 9 | 5 | -8 | 1 | 1 | -9 | -2 | 1.2 | 97

Further records
canonical_smiles | FLuc inh counter | APP 5'UTR act | G6PDH counter | TLR4 MyD88 comp | Diaphorase act | FLuc act counter | APP 5UTR inh | Diaph inh CS | NF-kB expr up | STAT1 act
CCc1c(C)nc2ncnn2c1N1CCC(C(=O)NCc2cccs2)CC1 | -6 | 9 | 8 | -14 | nt | 1.1 | -9 | nt | 1.1 | 77
Cc1ccccc1OCC(=O)Nc1ccc(N2CCN(S(C)(=O)=O)CC2)cc1 | 4 | -5 | 1 | -4 | 1 | 1 | 5 | -1 | 0.94 | 93
COC(=O)c1ccc(CSc2nnc(-c3c[nH]c4ccccc34)n2-c2ccccc2)cc1 | 4 | 3 | -14 | 8 | 0.8 | 1 | -3 | 17 | 0.67 | 108
COc1ccc2nc(C)c(C(=O)OCCN(C)C)cc2c1 | -4 | nt | 6 | nt | 0.8 | 1 | nt | 17 | nt | nt
Cc1nn(CCCC(=O)NCCc2ccccc2)c(C)c1[N+](=O)[O-] | -7 | -20 | -2 | -25 | 1 | 1.1 | 20 | 3 | 1.4 | 103
CC(C)(C)NC(=O)c1cc(-c2ccccc2)n[nH]1 | 32 | 20 | 9 | -6 | 1 | 0.7 | -20 | 4 | 1.2 | 97
Cc1cc(SCC(=O)N/N=C/c2cccnc2)nc2c(C)cccc12 | -6 | -1 | -3 | -4 | 1.1 | 1.1 | 1 | -10 | 1.1 | 91
CC(C#N)Sc1nc2ccccc2c(=O)n1-c1ccccc1 (stereo unspecified) | -7 | -8 | 10 | -3 | 0.9 | 1.1 | 8 | 12 | 0.96 | 115

(further entries)
canonical_smiles | FLuc inh counter | APP 5'UTR act | G6PDH counter | TLR4 MyD88 comp | Diaphorase act | FLuc act counter | APP 5UTR inh | Diaph inh CS | NF-kB expr up | STAT1 act
CC1=C(C(=O)OC2CCCCCCC2)C(c2cccc(O)c2)NC(=O)N1 (stereo unspecified) | -6 | -4 | -27 | 5 | 0.8 | 1.1 | 4 | 16 | 0.8 | 104
O=C(C1CC(Cl)CN1S(=O)(=O)c1ccc(Cl)cc1)N1CCOCC1 (stereo unspecified) | -4 | -17 | 0 | -11 | 0.9 | 1 | 17 | 10 | 1.3 | 97
O=C(C1CCC(CNS(=O)(=O)c2cccc3cccnc23)CC1)N1CCCC1 (stereo unspecified) | 1 | 12 | -6 | 1 | 0.8 | 1 | -12 | 17 | 1 | 92
O=C(COc1ccccc1)N1CCN=C1c1ccccc1 | -7 | 14 | -6 | -10 | 1 | 1.1 | -14 | 4 | 0.94 | 97
O=C(Cc1cc(=O)[nH][nH]1)N/N=C/c1c(F)cccc1Cl | -8 | -6 | -1 | -2 | 1 | 1.1 | 6 | -4 | 1.1 | 96
CCOc1ccc2nc(NC(=O)Cc3cccs3)sc2c1 | 9 | 47 | 6 | -2 | 1 | 0.9 | -46 | 0 | 2.2 | 129*
O=S(CCc1ccncc1)Cc1ccccc1 (stereo unspecified) | -8 | 6 | 8 | 5 | 0.9 | 1.1 | -6 | 5 | 0.95 | 93
O=C(CSc1nnc2scc(-c3ccccc3)n12)N1CCN(Cc2ccccc2)CC1 | -8 | 6 | 0 | 13 | 1 | 1.1 | -6 | 5 | 0.92 | 100

Following part:
canonical_smiles | FLuc inh counter | APP 5'UTR act | G6PDH counter | TLR4 MyD88 comp | Diaphorase act | FLuc act counter | APP 5UTR inh | Diaph inh CS | NF-kB expr up | STAT1 act
COc1ccccc1N1CCN(C(CNS(=O)(=O)c2ccc(C)cc2)c2cccnc2)CC1 (stereo unspecified) | -5 | -18 | 4 | -4 | 0.8 | 1.1 | 18 | 15 | 1 | 99
O=C(c1cc(-c2cccnc2)nc2ccc(Br)cc12)N1CCC2(CC1)OCCO2 | nt | 8 | nt | 0 | nt | nt | -8 | nt | nt | 100
CCn1c(=O)c2c(n3cnnc13)-c1ccccc1CC21CCCCC1 | -2 | -7 | -5 | -2 | 0.8 | 1 | 7 | 15 | 1.3 | 101
Cc1cc(=O)[nH]c(N/N=C/c2ccccc2C(F)(F)F)n1 | 0 | 23 | 4 | -8 | 1 | 1 | -23 | 2 | 1.1 | 114
COc1cc(C(=O)Nc2ccc3c(c2)Cc2cc(NC(=O)c4cc(OC)c(OC)c(OC)c4)ccc2-3)cc(OC)c1OC | -2 | 5 | -50 | -6 | 1 | 1 | -5 | -1 | 1.2 | 98
Nc1cc(C(=O)O)c(Oc2ccc(Cl)cc2Cl)cc1C(=O)O | -1 | -5 | 0 | 0 | 1 | 1 | 5 | 0 | 1.2 | 96
Cc1ccc(CNC(=O)/C=C/C(=O)O)cc1 | -2 | 2 | 4 | 2 | 1.1 | 1 | -2 | -5 | 1.2 | 113
CCOc1ccc(-c2nnc3ccc(SCC(=O)Nc4nc5ccccc5s4)nn23)cc1 | -5 | 3 | -18 | 6 | 1 | 1 | -3 | 2 | 0.68 | 102

Another view of part of the listing above.
Screens in order: FLuc inh counter	APP 5'UTR act	G6PDH counter	TLR4 MyD88 comp	Diaphorase act	FLuc act counter	APP 5UTR inh	Diaph inh CS	NF-kB expr up	STAT1 act
CCOc1ccc2nc(NC(=O)Cc3cccs3)sc2c1
  9	47	6	-2	1	0.9	-46	0	2.2	129*
O=S(CCc1ccncc1)Cc1ccccc1 (stereo unspecified)
  -8	6	8	5	0.9	1.1	-6	5	0.95	93
O=C(CSc1nnc2scc(-c3ccccc3)n12)N1CCN(Cc2ccccc2)CC1
  -8	6	0	13	1	1.1	-6	5	0.92	100
COc1ccccc1N1CCN(C(CNS(=O)(=O)c2ccc(C)cc2)c2cccnc2)CC1 (stereo unspecified)
  -5	-18	4	-4	0.8	1.1	18	15	1	99
O=C(c1cc(-c2cccnc2)nc2ccc(Br)cc12)N1CCC2(CC1)OCCO2
  nt	8	nt	0	nt	nt	-8	nt	nt	100
CCn1c(=O)c2c(n3cnnc13)-c1ccccc1CC21CCCCC1
  -2	-7	-5	-2	0.8	1	7	15	1.3	101
Cc1cc(=O)[nH]c(N/N=C/c2ccccc2C(F)(F)F)n1
  0	23	4	-8	1	1	-23	2	1.1	114
COc1cc(C(=O)Nc2ccc3c(c2)Cc2cc(NC(=O)c4cc(OC)c(OC)c(OC)c4)ccc2-3)cc(OC)c1OC
  -2	5	-50	-6	1	1	-5	-1	1.2	98
Nc1cc(C(=O)O)c(Oc2ccc(Cl)cc2Cl)cc1C(=O)O
  -1	-5	0	0	1	1	5	0	1.2	96
Cc1ccc(CNC(=O)/C=C/C(=O)O)cc1
  -2	2	4	2	1.1	1	-2	-5	1.2	113

(list continues)
canonical_smiles | FLuc inh counter | APP 5'UTR act | G6PDH counter | TLR4 MyD88 comp | Diaphorase act | FLuc act counter | APP 5UTR inh | Diaph inh CS | NF-kB expr up | STAT1 act
O=C(C1=NN(c2ccccc2)C2C(=O)N(c3ccccc3Cl)C(=O)C12)c1ccccc1 (stereo unspecified) | -4 | -5 | 12 | 38* | 1 | 1 | 5 | 5 | 1.3 | 104
O=[N+]([O-])c1ccc(O)c(Nc2ncnc3ccccc23)c1 | 13 | 3 | 15 | -3 | 1 | 0.9 | -4 | 0 | 1.1 | 107
O=S(=O)(c1ccc2nc(COc3ccc(Cl)cc3Cl)[nH]c2c1)N1CCOCC1 | -5 | -4 | -1 | -1 | 0.8 | 1.1 | 4 | 21 | 1.6 | 100
COc1cc(/C=N/n2nnnc2N)ccc1OCc1c(C)no[n+]1[O-] | -6 | -9 | 0 | -8 | 0.9 | 1.1 | 9 | 11 | 0.9 | 101
CCn1ncc(C(=O)Nc2ccccc2C)c1C | -2 | -5 | -6 | -4 | 0.9 | 1 | 5 | 13 | 1.2 | 103
O=C/C(=C\Nc1ccc(Br)cc1)c1nc2ccccc2o1 | -7 | 14 | 0 | -7 | 0.9 | 1.1 | -14 | 5 | 0.96 | 99
COc1ccccc1C(=O)Nc1cccc(-c2cn3ccsc3n2)c1 | 32 | -3 | -48 | -4 | 0.9 | 0.7 | 3 | 10 | 0.84 | 109
CC1=NN(c2ccccc2)C(=O)C1N=Nc1ccc(C)cc1 (stereo unspecified) | -5 | 11 | 8 | -17 | 0.9 | 1.1 | -11 | 12 | 1.1 | 111
CC(=O)c1ccc(NC(=O)Nc2ccc(NS(=O)(=O)c3ccc(C)cc3)cc2)cc1 | -6 | 23 | -3 | 8 | 0.8 | 1.1 | -23 | 24 | 0.87 | 84
